mHTT-CaM PPI inh – inhibitors of human mutant huntingtin-calmodulin interaction | AlphaScreen His-mHTT/GST-CaM binding, luminescence | inhibition, % at 15 µM | actives 3.6% (n = 190,000);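 note: 0% = both proteins with DMSO and 100% = one protein alone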
Pf apPOL block – Pf-apPOL DNA polymerase inhibition; Recombinant Pf-apPOL, molecular beacon fluorescence, 1.5 h; actives 0.25% (n = 210,000); inhibition, % at 10 µM
An asterisk follows results filed as active; · = not tested or not shown; + = active, no number; & = joins results of further samples. Cut-off read from the data, not from the text of the source: active = inhibition above about 50%; inactive = the rest. The order is random; any-hit rate near 3.6%.

SMILES	mHTT-CaM PPI inh	Pf apPOL block
CC(=O)c1ccc(S(=O)(=O)NCC2CCN(C(=O)NC(C)(C)C)CC2)cc1	0	-7
O=[N+]([O-])c1ccc(N2CCNCC2)cc1NCc1ccccc1	33	2
CN(C)c1ccc(N2C(=O)CC(c3ccccc3)CC2=O)cc1	·	2
Cc1ccc(C2C(C#N)=C(N)OC3=C2C(=O)CCC3)cc1 (centres undefined)	-5	-6
CCCCOC(=O)c1ccc(NC(=O)c2cc(=O)c(OC)c[nH]2)cc1	-16	-5
Cc1cc(OCC(=O)Nc2ccccc2C)nc(N2CCCC(C)C2)n1 (centres undefined)	-6	1
O=C(Cn1ccc2sccc2c1=O)Nc1ccc(Br)cc1F	-3	-2
CSc1cccc(NC(=O)C(=O)NCc2cc(C)oc2C)c1	-8	3
Cc1nc2scc(C)n2c(=O)c1NC(=O)C1CCCCC1	-6	0
COc1ccc(CNC(=O)C2(C)CCCN(C(=O)COc3ccccc3)C2)cc1 (centres undefined)	-3	-4
N#CC1=C(N)OC2=C(C(=O)CCC2)C12CCCC2	-2	3
CC(=O)Nc1ccccc1OCC(O)CS(=O)(=O)Cc1ccc(Cl)cc1 (centres undefined)	·	-10
COC(=O)c1sccc1S(=O)(=O)N1CCC(C(=O)NCc2nc(C)no2)CC1	-18	-2
O=C(NN=Cc1ccccc1O)c1ccc([N+](=O)[O-])o1	·	-2
CCOC(=O)C(CC)Sc1ccc(NC(=O)c2cccs2)nn1 (centres undefined)	-15	-8
Cc1cccc(CNC(=O)c2c(C)noc2-c2ccc3c(c2)OCO3)c1	-3	-1
CC(=O)N1c2ccc(S(=O)(=O)Nc3ccc(OC(F)(F)F)cc3)cc2CC1C (centres undefined)	4	3
COC(=O)c1ccc(NC(=O)C(=O)NCc2ccc3c(c2)OCO3)cc1	-12	-3
CCOC(=O)c1sc2ccccc2c1S(=O)(=O)Nc1ccc2c(c1)OCO2	-1	-5
Cn1nc(-c2cccs2)cc1C(=O)N1CCN(c2ccc(C(F)(F)F)cn2)CC1	0	-19
N#C/C(=C\Nc1ccccc1F)c1nc(-c2cc3cc([N+](=O)[O-])ccc3oc2=O)cs1	-1	2
COc1ccc(CNC(=O)[C@@H]2CC=C[C@@H]3CCN(C4CC4)C(=O)[C@@H]32)cc1	7	0
CCOC(=O)COc1ccc2oc(=O)cc(-c3cc4cccc(OC)c4o3)c2c1	-4	-2
COc1ccc(OC)c(Nc2nc(C)nc3c2CCC3)c1	8	0
CC(=O)NCCc1csc(C2CCCN(C(=O)Cc3ccccc3Cl)C2)n1 (centres undefined)	13	20
CC(=O)NCc1csc(C2CCN(S(=O)(=O)c3cccc(Cl)c3)CC2)n1	7	0
COc1ccc2oc(=O)c(-c3csc(N=Cc4ccccc4O)n3)cc2c1	24	-3
COc1cc(O)c(C(CCN2CCN(c3ccccc3)CC2)c2ccc(N(C)C)cc2)c(OC)c1 (centres undefined)	97*	-2
O=C(Cc1ccccc1Cl)NCC1CCN(C(=O)Oc2ccccc2)CC1	-2	0
COc1ccc(-c2ccccc2)cc1NCc1ccccn1	72*	-12
Cc1ccc(NC(=O)N2CC(c3nc(C)no3)C3(CCOCC3)C2)cc1 (centres undefined)	-3	-4
COC(=O)c1cccc(NC(=O)C2CCc3sc(C(=O)N4CCCC4)cc3C2)c1 (centres undefined)	5	-5
Cc1cc(NS(=O)(=O)c2ccc(NC(=O)c3c(-c4ccccc4)noc3C)cc2)nc(C)n1	2	1
COc1ccc(NC(=O)CSc2ccc(-c3cccs3)nn2)c(OC)c1	-15	-2
CC(C)Sc1cccc(C(=O)Nc2ccc(S(N)(=O)=O)cc2)c1	-4	-7
Cc1ccc(N2CCN(C(=O)c3ccc(-c4ccsc4)nc3)CC2)cc1	-3	2
Cc1nc(-c2cnccn2)nc2c1CCC(=O)N2Cc1ccc(F)cc1	20	6
Fc1ccc(-c2cnc3c(Br)cc(C(F)(F)F)cc3n2)cc1	·	-10
CCN(CC)C(=O)c1[nH]c(C)c(C)c1C	·	-1
Cn1c(C2CCN(C(=O)c3ccc4c(c3)OCO4)C2)nc2cccnc21 (centres undefined)	-7	-2
Cc1cc(C)cc(NC(=O)N2CCC3(CC2)Nc2cc(F)ccc2-n2cccc23)c1	71*	2
CC1CCCC(NC(=O)C2CCN(c3nc4ccccc4o3)CC2)C1C (centres undefined)	1	-16
O=C(NC1CCN(c2ccccc2C(=O)N2CCOCC2)CC1)C1CC1	9	-4
C=CCNC(=O)c1oc2ccc(S(=O)(=O)N3CCC4(CC3)OCCO4)cc2c1C	12	-16
O=C(Cn1cccc(S(=O)(=O)N2CCOCC2)c1=O)N1CCc2ccccc21	-5	-4
COCCn1cc2c3c(cccc31)CN(C(=O)Nc1ccc(OC)cc1)CC2	-9	-2
Cc1noc(C)c1CCC(=O)N1CCCC1c1nc(C(C)C)n[nH]1 (centres undefined)	-2	4
O=C(CN(c1cc(C(F)(F)F)ccc1Cl)S(=O)(=O)c1ccccc1)NCc1ccco1	13	-2
Cc1ccccc1C(=O)Nc1ccc(-c2nc3ncccc3o2)cc1	45	-1
Cc1cc(C)cc(N=c2oc3c(C)ncc(CO)c3cc2C(=O)Nc2cccc(C)c2)c1	2	2
Cn1cnnc1C1CCCCN1C(=O)CCc1c[nH]c2ccccc12 (centres undefined)	8	-1
COC(=O)C1CN(Cc2ccccc2)CCS(=O)(=O)N1Cc1ccc(C(F)(F)F)cc1 (centres undefined)	87*	-2
Cc1ccc(-c2nc3ncccc3o2)cc1NC(=O)COc1ccc(Cl)cc1C	-2&-6	-12&0
O=C(NCCCN1CCCCC1)C1CN(C(=O)c2ccncc2)CC12CCCCC2 (centres undefined)	6	-3
COc1ccccc1N1CCN(CC(=O)Nc2ncc(C)s2)C1=O	-7	-2
Cn1nc(-c2ccccc2)cc1N	-4	0&-2
CC(C)Cn1cc(C(=O)NCCN(C)C)c2c3ccccc3n(C)c2c1=O	-1	-4
CN(C)C(=O)c1cccc2c1CCN2C(=O)c1ccccc1	-6	-2
O=C(Cc1ccccc1)Nc1ccc2c(c1)CN(CC1CC1)C(=O)CO2	6	-8
NCCCC(N)(C(=O)O)C(F)F (centres undefined)	·	-8

Carrying on.
SMILES	mHTT-CaM PPI inh	Pf apPOL block
O=C(O)C1CC=CCC1C(=O)Nc1cccc(Cl)c1Cl (centres undefined)	-4	-7
O=C(NCCCN1CCCC1)C1CCCN(c2ncc(-c3ccccc3)cn2)C1 (centres undefined)	41	-3
CC1=C/C(=N\Oc2ccc3noc4c3c2C(=O)c2ccccc2-4)C(C(C)C)=CC1=O	+	-1
CCC(=O)N1CCCC(c2ccnc(Nc3ccccc3C)n2)C1 (centres undefined)	4	-3
Cc1cccc(N2CCN(C(=O)c3cn4c(n3)CCCC4)CC2)c1	2	-1
Cc1ccc(C(=O)N2CCCC(COc3ccc(C(=O)N4CCCC4)cc3)C2)s1 (centres undefined)	3	26
Cc1nc(-c2cccc(F)c2)sc1C(=O)N1CCCC1	-6	-8
O=C(CSCC(=O)N1CCOCC1)Nc1nc(-c2ccc3c(c2)OCO3)cs1	17	-12
O=C(NC1CCCCCC1)c1nnn2c1COC(c1ccc(F)cc1)C2 (centres undefined)	-2	-3
O=C(NCCc1csc(C2CCCN(C(=O)C3CCCC3)C2)n1)C1CC1 (centres undefined)	-10	-1
COc1ccccc1-c1cc(C(=O)Nc2cc(C)on2)no1	4	-3
O=C(NC(c1ccccc1)c1ccccc1)C1COc2ccccc2O1 (centres undefined)	-19	-6
COc1cc(OC)c(OC)cc1C=C1Oc2c(ccc(O)c2CN(C)Cc2ccccc2)C1=O	-3	-5
Cc1c(Cl)cccc1N1C(=O)CC(Nc2ccc(N3CCOCC3)cc2)C1=O (centres undefined)	9	-8
CN(Cc1ccccc1)C(=O)c1nc(C2CC2)nc2c1OCCO2	34	-5
O=C(COc1ccccc1)N(Cc1ccccn1)c1nc2c(F)cccc2s1	-5	9
O=C(Cc1ccc(F)cc1)Nc1ccncc1	0	-6
O=[N+]([O-])c1ccc2c(c1)CCN2S(=O)(=O)c1ccccc1	·	8
Cc1ccc(CNC(=O)c2oc3ccc(S(=O)(=O)N4CCCC(C)C4)cc3c2C)cc1 (centres undefined)	-2	-2
CCc1ccccc1N1CCN(C(=O)c2ccc(F)cc2)C(C)C1=O (centres undefined)	-4	-8
CC(C)c1noc(C2(NC(=O)c3cc(C4CC4)[nH]n3)CCCCC2)n1	-5	-2
Cc1ccn2cc(-c3cccc(Br)c3)nc2c1	4	-4
COc1ccc(CC(=O)c2ccc(O)c(CN3CCCCC3)c2O)cc1OC	-2	-9
Nc1nnc(SCC(=O)n2c3c(c4c2CCCC4)CCCC3)s1	4	-1
CCCCOc1ccc(/C=c2\sc3nc(-c4cccs4)nn3c2=O)cc1OC	5	1
Cc1ccc(N2CCC(NC(=O)c3ccc(Br)o3)C2=O)cc1 (centres undefined)	-2	-1
O=C1OC(Nc2cccc(C(F)(F)F)c2)c2ccccc21 (centres undefined)	-3	-2
Cn1nc(C(=O)N2CCc3c(nc4cc(-c5ccccc5)[nH]n4c3=O)C2)c2ccccc21	61*	3
Nc1nnc(SCC(=O)Nc2ccc3c(c2)OCO3)s1	·	-10
O=C1NCCCC1=NNc1cc(C(F)(F)F)cc(C(F)(F)F)c1	·	-10
O=[N+]([O-])c1ccc(C=Nc2cc(Cl)ccc2O)cc1	43	8
Cc1cc(C)cc(C(=O)N2CCCC(C(=O)Nc3ccccc3Br)C2)c1 (centres undefined)	-2	1
COc1ccccc1CCC(=O)N1CC2CC(NC(=O)c3cccs3)C1C2 (centres undefined)	5	-3
Cc1ccc2c(c1)c1c3n2CCN(CCC#N)C3CCC1 (centres undefined)	11	-6
N#C/C(=C\c1ccc2c(c1)OCO2)c1[nH]nc(N)c1C#N	20&26	-3&0
CCOC(=O)COc1ccccc1C=C(C#N)C(=O)c1cccs1	·	-19
Cc1ccc(NC(=O)N2CCC3(C2)C(=O)N(C)c2ccccc23)cc1 (centres undefined)	2	-2

One compound at a time (already shown). Order of screens: mHTT-CaM PPI inh	Pf apPOL block
`Cc1ccc(NC(=O)N2CCC3(C2)C(=O)N(C)c2ccccc23)cc1` (centres undefined) as listed: 2	-2
`Cc1cc(C)cc(C(=O)N2CCCC(C(=O)Nc3ccccc3Br)C2)c1` (centres undefined) as listed: -2	1

Structural class: those above containing four or more nitrogen atoms
SMILES	mHTT-CaM PPI inh	Pf apPOL block
O=[N+]([O-])c1ccc(N2CCNCC2)cc1NCc1ccccc1	33	2
Cc1cc(OCC(=O)Nc2ccccc2C)nc(N2CCCC(C)C2)n1 (centres undefined)	-6	1
COC(=O)c1sccc1S(=O)(=O)N1CCC(C(=O)NCc2nc(C)no2)CC1	-18	-2
Cn1nc(-c2cccs2)cc1C(=O)N1CCN(c2ccc(C(F)(F)F)cn2)CC1	0	-19
N#C/C(=C\Nc1ccccc1F)c1nc(-c2cc3cc([N+](=O)[O-])ccc3oc2=O)cs1	-1	2
Cc1ccc(NC(=O)N2CC(c3nc(C)no3)C3(CCOCC3)C2)cc1 (centres undefined)	-3	-4
Cc1cc(NS(=O)(=O)c2ccc(NC(=O)c3c(-c4ccccc4)noc3C)cc2)nc(C)n1	2	1
Cc1nc(-c2cnccn2)nc2c1CCC(=O)N2Cc1ccc(F)cc1	20	6
Cn1c(C2CCN(C(=O)c3ccc4c(c3)OCO4)C2)nc2cccnc21 (centres undefined)	-7	-2
Cc1cc(C)cc(NC(=O)N2CCC3(CC2)Nc2cc(F)ccc2-n2cccc23)c1	71*	2
Cc1noc(C)c1CCC(=O)N1CCCC1c1nc(C(C)C)n[nH]1 (centres undefined)	-2	4
Cn1cnnc1C1CCCCN1C(=O)CCc1c[nH]c2ccccc12 (centres undefined)	8	-1
O=C(NCCCN1CCCCC1)C1CN(C(=O)c2ccncc2)CC12CCCCC2 (centres undefined)	6	-3
COc1ccccc1N1CCN(CC(=O)Nc2ncc(C)s2)C1=O	-7	-2
CC(C)Cn1cc(C(=O)NCCN(C)C)c2c3ccccc3n(C)c2c1=O	-1	-4
O=C(NCCCN1CCCC1)C1CCCN(c2ncc(-c3ccccc3)cn2)C1 (centres undefined)	41	-3
CCC(=O)N1CCCC(c2ccnc(Nc3ccccc3C)n2)C1 (centres undefined)	4	-3
Cc1cccc(N2CCN(C(=O)c3cn4c(n3)CCCC4)CC2)c1	2	-1
O=C(NC1CCCCCC1)c1nnn2c1COC(c1ccc(F)cc1)C2 (centres undefined)	-2	-3
CC(C)c1noc(C2(NC(=O)c3cc(C4CC4)[nH]n3)CCCCC2)n1	-5	-2
Nc1nnc(SCC(=O)n2c3c(c4c2CCCC4)CCCC3)s1	4	-1
Cn1nc(C(=O)N2CCc3c(nc4cc(-c5ccccc5)[nH]n4c3=O)C2)c2ccccc21	61*	3
Nc1nnc(SCC(=O)Nc2ccc3c(c2)OCO3)s1	·	-10
N#C/C(=C\c1ccc2c(c1)OCO2)c1[nH]nc(N)c1C#N	20&26	-3&0

Compound activity as filed in PubChem.
